Smad3 FoxH1 inh = Smad3 (human) transcription factor binding inhibition | P84022 | hit rate 0.29% among 88,000 | inhibition, % at 25 µM | AID 630 | TR-FRET Smad3/Dy647-FoxH1 peptide binding, europium anti-His;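 active means compounds that reduce the energy-transfer binding signal between the protein and its labelled peptide by more than half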;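 further: 0% = Smad3 plus labelled peptide maximal FRET and 100% = peptide-only background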
Target sequence (P84022 whole entry, looked up): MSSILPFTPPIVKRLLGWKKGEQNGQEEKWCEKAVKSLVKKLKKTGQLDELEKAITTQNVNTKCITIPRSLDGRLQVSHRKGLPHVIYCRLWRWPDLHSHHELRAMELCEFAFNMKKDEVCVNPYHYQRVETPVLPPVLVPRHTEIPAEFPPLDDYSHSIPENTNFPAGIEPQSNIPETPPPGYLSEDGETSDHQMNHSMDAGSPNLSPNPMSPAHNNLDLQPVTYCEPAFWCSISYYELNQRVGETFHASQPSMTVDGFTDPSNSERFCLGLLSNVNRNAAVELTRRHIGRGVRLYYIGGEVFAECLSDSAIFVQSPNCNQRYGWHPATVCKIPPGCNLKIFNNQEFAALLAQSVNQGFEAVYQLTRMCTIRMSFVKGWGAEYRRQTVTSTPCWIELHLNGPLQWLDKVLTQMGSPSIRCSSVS
TNFa cytotox = toxic to HUVEC cells under TNF alpha stimulation; HUVEC TNFalpha-stimulated, Hoechst cell count, imaging; AID 848; hit rate 0.17% among 93,000; cell count reduction, % at 2 µM;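 active means cell count reduction exceeding the screen mean by over 5 SD, scaled to untreated wells per plate, cut at about 78% in these data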;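 further: cells counted after 24 h of TNF alpha exposure following the 1 h pretreatment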
hDAT+cocaine = human DAT dopamine uptake with cocaine, either direction. LLC-PK1 hDAT cells, [14C]-dopamine uptake with cocaine IC80; actives deviate in either direction. B-score at 10 µM. hit rate 1.3% among 110,000. AID 449768;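 active means Z score or B-score, a plate-position-corrected score, falls beyond the plate's 99.7% confidence bounds, in either direction; inactive means both scores lie inside the 99.7% bounds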;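 further: scored against the spread of the other compound wells on the same plate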
Target sequence (Q01959 whole entry, looked up): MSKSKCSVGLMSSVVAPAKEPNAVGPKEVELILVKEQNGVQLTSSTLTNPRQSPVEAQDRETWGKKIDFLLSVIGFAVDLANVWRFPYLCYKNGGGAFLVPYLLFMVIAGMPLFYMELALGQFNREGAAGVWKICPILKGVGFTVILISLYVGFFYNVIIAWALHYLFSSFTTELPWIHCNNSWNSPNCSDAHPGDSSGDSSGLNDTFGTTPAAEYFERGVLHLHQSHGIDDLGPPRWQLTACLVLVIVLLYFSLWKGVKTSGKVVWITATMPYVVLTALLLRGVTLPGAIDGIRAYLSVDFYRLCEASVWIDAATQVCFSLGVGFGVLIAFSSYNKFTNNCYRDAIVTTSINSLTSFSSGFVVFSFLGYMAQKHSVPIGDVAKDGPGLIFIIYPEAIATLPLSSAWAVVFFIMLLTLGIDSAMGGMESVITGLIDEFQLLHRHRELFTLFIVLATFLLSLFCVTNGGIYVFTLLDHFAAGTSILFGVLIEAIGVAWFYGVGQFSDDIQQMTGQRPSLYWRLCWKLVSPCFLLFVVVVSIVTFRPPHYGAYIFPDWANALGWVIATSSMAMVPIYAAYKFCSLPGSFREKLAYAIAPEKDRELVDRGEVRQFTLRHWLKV
PTPN22 inh 2 = blocks human PTPN22 phosphatase activity | Q9Y2R2 | recombinant LYP catalytic domain, DiFMUP fluorescence | inhibition, % at 2 µM | hit rate 0.21% among 96,000;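 active means inhibition at 2 µM at or above a set limit, the screen mean plus 3 SD, cut at about 24% in these data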;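 further: 0% = DMSO with enzyme and 100% = enzyme fully blocked by orthovanadate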
IL1B cytotox = HUVEC cytotoxicity counter-screen, IL-1B stimulated | HUVEC cell count loss, Hoechst imaging | cell count reduction, % at 2 µM | hit rate 0.41% among 94,000;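 active means cell count reduction more than 3 SD above the screen-wide mean, cut at about 70% in these data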;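 further: normalized per plate to untreated control cells as the no-loss baseline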
MT1-MMP txn act = MT1-MMP promoter transcription activation; AID 750; hit rate 0.16% among 86,000; HT1080 MT1-MMP promoter luciferase reporter, luminescence, overnight; active compounds read high; activation factor at 10 µM;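 active means activation factor of at least 2 for MT1-MMP transcription at 10 µM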
F-actin modifier = alters cytoskeleton assembly in HUVEC cells; HUVEC TNFa F-actin phalloidin imaging, high content; inhibition, % at 2 µM; hit rate 0.18% among 91,000;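 active means inhibition above the batch mean plus 3 SD and confirmed as a hit by visual image inspection, cut at about 30% in these data, passing the limit was not always enough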; further: strong numbers were not always called active
VCAM1 TNFa inh = reduces TNF alpha induced VCAM1 expression in HUVEC; HUVEC TNFa-induced VCAM-1 immunofluorescence, high-content imaging; inhibition, % at 2 µM; hit rate 0.48% among 95,000; AID 802;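 active means inhibition above the batch mean plus 3 SD, with images confirmed as a hit by eye, cut at about 37% in these data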;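 further: 0% = TNF-stimulated DMSO wells and 100% = unstimulated control wells; not every result past the cut was called active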
Calb biofilm kill = kills Candida albicans biofilms | C. albicans biofilm + clotrimazole, Alamar Blue | inhibition, % at 6 µM | hit rate 0.14% among 85,000;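 active means inhibition above 20%; inactive means inhibition below 20%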;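 further: preformed 24 hr biofilms exposed to compound for 48 hr; 0% = biofilm without compound and 100% = blank killed by clotrimazole plus chlorhexidine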
Starred values were filed as active, the others as inactive; / = not tested or not shown; [ ] = another dose, or the depositor's remark. Only part of the results is shown (hit frequency here may not be typical).

Abbreviations: A = Smad3 FoxH1 inh; B = TNFa cytotox; C = hDAT+cocaine; D = PTPN22 inh 2; E = IL1B cytotox; F = MT1-MMP txn act; G = F-actin modifier; H = VCAM1 TNFa inh; I = Calb biofilm kill
CCCCn1c(SCc2ccc(Cl)cc2)nc2c1c(=O)[nH]c(=O)n2C
  A: 8; B: -3; C: -0.11; D: 7; E: -23; F: 1.2; G: 3; H: -29; I: 2
COc1cc2c(cc1OC)C(c1cc3ccccc3oc1=O)=NC(C)(C)C2
  A: 1; B: -8; C: 3.3; D: 11; E: 22; F: 1.2; G: -2; H: -9; I: 0
COc1ccc(C2C(C#N)=C(N)OC3=C2C(=O)CC(C)(C)C3)c([N+](=O)[O-])c1OC (stereo unspecified)
  A: /; B: 23; C: /; D: 1; E: 11; F: /; G: 38; H: 22; I: /
CCC(=O)Nc1cccc(C(=O)/C=C/c2cc(Br)ccc2OC)c1
  A: /; B: 5; C: 0.53; D: -3; E: 12; F: /; G: -24; H: 69*; I: /
CCOC(=O)CSc1snnc1-c1ccccc1
  A: 2; B: -6; C: 0.092; D: 6; E: 2; F: /; G: 6; H: 13; I: 12
CC(=O)c1cccc(NC(=O)C2CCN(S(=O)(=O)c3ccccc3)CC2)c1
  A: 20; B: -20; C: 0.86; D: -12; E: -2; F: 1.3; G: 0; H: -5; I: 3
Cc1c(NC(=O)c2ccc3c(c2)OCO3)cccc1-c1nc2ccccc2s1
  A: /; B: -8; C: 0.24; D: 8; E: 7; F: /; G: 13; H: 14; I: /
O/N=C(\c1ccc(Cl)cc1)c1ncc(C(F)(F)F)cc1Cl
  A: -19; B: 3; C: -0.1; D: 5; E: /; F: 1.1; G: -3; H: 6; I: -6
CCSc1nnc(NC(=O)c2cc(C)on2)s1
  A: 3; B: -2; C: 0.87; D: -5; E: -70; F: 1.2; G: 12; H: 27; I: 2
O=C(COc1ccc(F)cc1)Nc1nccs1
  A: 4; B: -22; C: -1.2; D: 9; E: -16; F: 1; G: -4; H: 6; I: 8
Cc1ccc(NC(=O)/C(=C\c2cccnc2)NC(=O)c2ccco2)cc1
  A: /; B: 6; C: 0.44; D: 9; E: -11; F: /; G: 12; H: 4; I: /
Cc1ccc(-c2nc3ccccc3n3c(C)nnc23)cc1
  A: /; B: -3; C: -0.87; D: -4; E: -10; F: /; G: 6; H: -5; I: /
Cn1nccc1C(=O)OCC(=O)Nc1nc(-c2ccccc2)cs1
  A: 5; B: /; C: -0.53; D: /; E: /; F: 1.5; G: /; H: /; I: 8
O=C(CSc1nnc(-c2ccc(F)cc2)o1)c1ccc2c(c1)OCCO2
  A: -14; B: -23; C: -0.29; D: 6; E: 3; F: 1; G: -2; H: -13; I: -2
CCCCCn1c(=O)c(Cc2ccccc2)c(O)c2ccccc21
  A: -3; B: -11; C: 0.086; D: -3; E: /; F: 1; G: 3; H: -6; I: -1

4 structures from above, sorted by heavy-atom count, ascending:
Abbreviations: A = Smad3 FoxH1 inh; B = TNFa cytotox; C = hDAT+cocaine; D = PTPN22 inh 2; E = IL1B cytotox; F = MT1-MMP txn act; G = F-actin modifier; H = VCAM1 TNFa inh; I = Calb biofilm kill
O=C(COc1ccc(F)cc1)Nc1nccs1
  A: 4; B: -22; C: -1.2; D: 9; E: -16; F: 1; G: -4; H: 6; I: 8
CCOC(=O)CSc1snnc1-c1ccccc1
  A: 2; B: -6; C: 0.092; D: 6; E: 2; F: /; G: 6; H: 13; I: 12
Cc1ccc(-c2nc3ccccc3n3c(C)nnc23)cc1
  A: /; B: -3; C: -0.87; D: -4; E: -10; F: /; G: 6; H: -5; I: /
Cc1c(NC(=O)c2ccc3c(c2)OCO3)cccc1-c1nc2ccccc2s1
  A: /; B: -8; C: 0.24; D: 8; E: 7; F: /; G: 13; H: 14; I: /

Quoted from the listing:
F-actin modifier, Cc1ccc(NC(=O)/C(=C\c2cccnc2)NC(=O)c2ccco2)cc1 → 12
hDAT+cocaine, CCOC(=O)CSc1snnc1-c1ccccc1 → 0.092
TNFa cytotox, Cc1c(NC(=O)c2ccc3c(c2)OCO3)cccc1-c1nc2ccccc2s1 → -8
VCAM1 TNFa inh, O=C(CSc1nnc(-c2ccc(F)cc2)o1)c1ccc2c(c1)OCCO2 → -13
TNFa cytotox, CCC(=O)Nc1cccc(C(=O)/C=C/c2cc(Br)ccc2OC)c1 → 5

(list continues)
Abbreviations: A = Smad3 FoxH1 inh; B = TNFa cytotox; C = hDAT+cocaine; D = PTPN22 inh 2; E = IL1B cytotox; F = MT1-MMP txn act; G = F-actin modifier; H = VCAM1 TNFa inh; I = Calb biofilm kill
COc1ccc(CNC(=O)CN(c2cccc(OC)c2)S(C)(=O)=O)cc1
  A: -1; B: 10; C: -0.012; D: 3; E: -37; F: 1.3; G: 10; H: -8; I: 4
COc1ccc(CNC(=O)c2onc(C)c2Cl)cc1
  A: 6; B: /; C: 0.11; D: /; E: /; F: 1.2; G: /; H: /; I: 13
O=c1cc(-c2ccccc2)nc2nc(COc3ccccc3)[nH]n12
  A: -2; B: -13; C: -0.56; D: 4; E: -25; F: 1.1; G: 12; H: 8; I: 10
COc1ccc2c(c1)C(C1=C(O)CC(C)(C)CC1=O)C1=C(CC(C)(C)CC1=O)O2 (stereo unspecified)
  A: 11; B: -11; C: 0.31; D: -2; E: -11; F: 1.1; G: 10; H: -10; I: 9
CCOC(=O)c1sc(=S)n(CC)c1NC(=O)C1CC1
  A: 6; B: -20; C: 0.069; D: -24; E: -9; F: 1.1; G: -88; H: 5; I: 3
Cc1ccc(S(=O)(=O)Cc2nc3ccccc3c(=O)[nH]2)cc1
  A: /; B: -15; C: 0.053; D: 5; E: -36; F: /; G: 31; H: 10; I: /
Cc1cccc(OCCn2c(CCCO)nc3ccccc32)c1
  A: /; B: -36; C: -0.025; D: -3; E: -36; F: 1; G: -10; H: 15; I: /
CC(C)N(Cc1ccccc1)C(=O)c1cnc2n(c1=O)CCS2
  A: /; B: -13; C: -1.2; D: -7; E: -18; F: 1.2; G: -2; H: 0; I: /
Cc1cnn(C(=S)NCC2CCCO2)c1 (stereo unspecified)
  A: 9; B: /; C: -0.72; D: /; E: /; F: 1.3; G: /; H: /; I: 4
O=C1OC(Nc2ccc(Br)cc2F)c2ccccc21 (stereo unspecified)
  A: 15; B: 16; C: 0.16; D: -9; E: 16; F: 1.2; G: -15; H: 23; I: 9
CCCC(=O)Nc1ccc2c(c1)nc(CN1CCN(C(C)=O)CC1)n2C
  A: 8; B: -13; C: -0.82; D: 0; E: -21; F: 1.1; G: -32; H: -2; I: 10
O=C(CNS(=O)(=O)c1ccccc1)Nc1ccc(C(F)(F)F)cc1
  A: 0; B: -31; C: -0.51; D: 7; E: 0; F: 1; G: 13; H: -20; I: 3
Cc1cc(SCC(=O)Nc2ccccc2C)nc(C)n1
  A: 11; B: 18; C: -1; D: 9; E: 9; F: 1.1; G: -4; H: 11; I: 8
Cc1cc([N+](=O)[O-])cc2ncccc12
  A: /; B: -31; C: /; D: -2; E: 10; F: /; G: 15; H: -2; I: /
CCOC(=O)c1c(NC(=O)CNCC(O)CO)sc(C)c1C (stereo unspecified)
  A: /; B: 0; C: 1.5; D: -13; E: 4; F: /; G: -73; H: 4; I: /

New compounds follow
Order of values: Smad3 FoxH1 inh	TNFa cytotox	hDAT+cocaine	PTPN22 inh 2	IL1B cytotox	MT1-MMP txn act	F-actin modifier	VCAM1 TNFa inh	Calb biofilm kill
O=C(Oc1ccc(Cl)c2cccnc12)N1CCCCCC1
→ 7	0	1.1	-14	-6	1.5	0	-8	4
Cc1cc(C(F)F)n2ncc(C(=O)NCc3ccccc3C(F)(F)F)c2n1
→ 5	-34	0.12	-2	2	1	/	-6	-2
CC1CCCCC1N1CCN(C(=O)c2cccc(F)c2)CC1 (stereo unspecified)
→ 3	-42	0.02	0	-17	1	-14	6	11
O=C(O)C1CCCCC1C(=O)NCc1cn2ccccc2n1 (stereo unspecified)
→ 4	/	-0.015	/	/	1.1	/	/	9
O=C(CSc1nc2ccccc2s1)N1c2ccccc2Sc2ccc(C(F)(F)F)cc21
→ /	-18	-0.076	1	-10	/	-15	3	/
CCC(C)NCCCCOc1ccc(C)cc1[N+](=O)[O-] (stereo unspecified)
→ /	-16	0.012	-4	4	/	18	-6	/
CCN1CCN(CC(O)COc2ccc(Cl)cc2)CC1 (stereo unspecified)
→ 8[fluorescence artefact?]	-20	-0.29	10	-170	1	14	-1	5
COc1cccc(N2C(=O)C(O)=C(C(C)=O)C2c2ccc(OC)c(OC)c2)c1 (stereo unspecified)
→ -4	-4	0.9	-12	-76	1.3	-1	-8	8
Cc1nc(NC(=O)CSc2ccccc2N)sc1C
→ -1	-11	0.4	-8	6	1.1	-23	11	2
CCCNC(=O)c1ccccc1C(=O)NCCC
→ -4	-9	-0.76	7	-48	1.2	16	2	0
Cc1nc2ccc(S(=O)(=O)N(C)CC(=O)N3CCc4ccccc43)cc2s1
→ -12	-29	-0.22	-7	-26	1.2	6	-5	9
COc1ccc(CCNC2=C(Cl)C(=O)N(CCc3ccccc3)C2=O)cc1OC
→ -9	1	0.029	1	16	/	-3	-6	0
CCOC(=O)C1CN(S(=O)(=O)c2ccccc2)c2cc(S(=O)(=O)CC)ccc2O1 (stereo unspecified)
→ /	-5	0.43	-2	-52	/	14	10	/
COC(=O)Cc1cc(=O)n(-c2ccccc2)[nH]1
→ -4	-18	-0.33	-3	-1	1.1	4	21	3
O=c1cc(NC2CCCCC2)c2ccccc2o1
→ -5	-24	-0.062	1	-5	1.1	-2	22	5
Cc1cc(OCC(=O)Nc2ccccc2F)nc(C(C)C)n1
→ /	-9	0.89	-14	12	/	-3	-3	/
CCn1c(Cc2ccccc2)nnc1SCC(=O)Nc1nc2ccccc2s1
→ -2	-5	0.41	0	-41	1	-22	-6	0
COCCNC(=O)C(c1ccc(F)cc1)N(Cc1ccco1)C(=O)CCC(=O)Nc1nccs1 (stereo unspecified)
→ 12[fluorescence artefact?]	19	-0.26	-1	-1	1.1	-14	6	9
CN1CCN(C(=O)c2cnn3c(C(F)(F)F)cc(-c4ccc5c(c4)OCO5)nc23)CC1
→ -11	-14	0.52	-3	-16	1.1	-15	-6	12
COc1ccc(CCNC(=O)COC(=O)c2cnccn2)cc1
→ -10	5	0.078	11	14	1	-9	6	5
COc1ccc(-c2nnc(Nc3nc4c(OC)cccc4s3)o2)c(OC)c1
→ -5	/	0.05	/	/	1.3	/	/	8
CC1CCc2nn(CC(=O)N3CCN(C(=O)c4ccco4)CC3)cc2C1 (stereo unspecified)
→ 13	-2	0.76	1	-6	1.1	-6	11	9
O=C(CC(c1ccccc1O)N1CCCCC1)N1CCCCC1 (stereo unspecified)
→ /	-12	-1.7	-4	-9	/	11	7	/
COc1ccccc1CNC(=O)C(CCSC)NS(=O)(=O)c1ccc2c(c1)oc(=O)n2C (stereo unspecified)
→ -2	-42	-0.012	-10	-7	1.2	16	4	1
Cc1cccc2cc(COC(=O)C3CCCO3)c(=O)[nH]c12 (stereo unspecified)
→ 14	-26	-0.97	6	-11	1.1	15	5	4
CC1Cc2ccccc2N1S(=O)(=O)c1cccc(C(=O)c2nccn2C)c1 (stereo unspecified)
→ 6	-15	0.3	2	18	1.2	10	-27	6
CCNS(=O)(=O)c1ccc2nc(NC(=O)c3cccnc3)sc2c1
→ 12	-7	-0.99	0	-36	1.2	-2	10	5
O=S(=O)(Nc1ccc2c(c1)nc1n2CCN(Cc2ccccc2)C1)c1ccccc1
→ 6[fluorescence artefact?]	-31	1.6	21	16	1.1	-4	-28	8
CC1CCN(C(=O)c2ccc(N(C)S(C)(=O)=O)cc2)CC1
→ -1	-20	0.034	4	-52	1	5	14	5
c1ccc(-c2nc(N3CCOCC3)c3ccccc3n2)nc1
→ 1	-5	-0.25	6	-8	1.1	-9	6	11

Assay outcomes (PubChem)
